Screens deposited in PubChem by The Scripps Research Institute Molecular Screening Center.
Nox1 inhibitor: inhibitors of human NADPH oxidase 1 (Nox1). 0.81% of 16,000 active. inhibition, % at 6.7 µM. Q9Y5S8. HT29 cells, luminol chemiluminescence ROS
NOTCH ag: activates NOTCH signaling in reporter cells | activation, % at 2.5 µM | NOTCH signaling luciferase reporter cells, luminescence | 0.4% of 15,000 active; in the data active = activation above about 2.2%
TLR4 MyD88 blk: blocks binding of human TLR4 to MyD88. O00206. Cell-based TLR4-MyD88 binding inhibition assay. inhibition, % at 10 µM. 0.06% of 16,000 active. AID 811; in the data active = inhibition above about 45%
S1P1 agonist: activates the human S1P1 receptor; P21453; S1P1 agonist cell-based reporter assay; activation, % at 4.5 µM; 1.5% of 16,000 active; AID 1044; in the data active = activation above about 80%
Target sequence (P21453 whole entry, looked up): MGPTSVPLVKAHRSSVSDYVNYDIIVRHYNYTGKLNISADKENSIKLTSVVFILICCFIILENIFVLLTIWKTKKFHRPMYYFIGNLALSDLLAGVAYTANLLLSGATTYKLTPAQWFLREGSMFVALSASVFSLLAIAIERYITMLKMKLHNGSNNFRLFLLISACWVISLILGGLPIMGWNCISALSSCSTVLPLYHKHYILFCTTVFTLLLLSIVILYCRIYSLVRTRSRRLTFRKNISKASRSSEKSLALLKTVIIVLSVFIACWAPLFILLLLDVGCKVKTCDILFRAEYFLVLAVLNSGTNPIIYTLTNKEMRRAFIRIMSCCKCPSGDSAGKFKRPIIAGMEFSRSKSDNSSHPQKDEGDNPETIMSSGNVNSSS
rat GALR2 agon: GALR2 (rat) receptor agonism; cell-based GALR2 agonist screen; activation, % at 10 µM; 0.5% of 16,000 active; in the data active = activation above about 15%
Target sequence (O08726 whole entry, looked up): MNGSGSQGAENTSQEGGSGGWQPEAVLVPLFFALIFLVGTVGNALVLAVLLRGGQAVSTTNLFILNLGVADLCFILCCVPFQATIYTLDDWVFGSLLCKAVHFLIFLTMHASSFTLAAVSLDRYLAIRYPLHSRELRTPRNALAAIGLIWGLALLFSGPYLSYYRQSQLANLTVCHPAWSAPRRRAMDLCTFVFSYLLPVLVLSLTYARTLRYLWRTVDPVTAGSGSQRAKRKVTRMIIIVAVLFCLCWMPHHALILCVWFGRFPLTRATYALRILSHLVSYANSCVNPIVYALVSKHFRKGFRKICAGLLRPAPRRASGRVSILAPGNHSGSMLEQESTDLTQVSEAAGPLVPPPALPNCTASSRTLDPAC
KOR antag MB: blocks the human kappa opioid receptor, Maybridge compounds | P41145 | AID 652031 | 0.4% of 16,000 active | OPRK1 cells, antagonist mode, fluorescence readout | inhibition, % at 9 µM; in the data active = inhibition above about 50%
luminol inh ctr: counter-screen for Nox1 inhibitors: inhibitors of luminol chemiluminescence | HRP/luminol/H2O2 chemiluminescence counterscreen | inhibition, % at 6.7 µM | 0.4% of 16,000 active | AID 1823; note: reference of the scale not given here
PME-1 Maybr inh: Maybridge compound blocking human PME-1. Q9Y570. recombinant PME-1, FP-Rh probe fluorescence polarization. inhibition, % at 9 µM. 0.5% of 16,000 active. AID 2291; in the data active = inhibition above about 30%
Numbers without * were called inactive; nt = no result given. Cut-off read from the data, not from the text of the source, unless noted: active = inhibition above about 75%; inactive = the rest. Rows are unselected. About 4.8% of those tested had a hit in this group.

Each structure is followed by: Nox1 inhibitor, NOTCH ag, TLR4 MyD88 blk, S1P1 agonist, rat GALR2 agon, KOR antag MB, luminol inh ctr, PME-1 Maybr inh
> COc1cc(Cl)c(C(F)(F)F)cc1NC(C)=O
    34, -0.5, -71, -6, -4, 9, -5, 2
> Cc1onc(-c2ccccc2)c1NC(=O)Nc1ccccc1N1CCOCC1
    -6, 0.0, 17, 0, -5, -17, 1, 1
> Cc1ccc(NCCc2ccccn2)c([N+](=O)[O-])c1
    -28, -0.5, 4, -1, -6, -10, 1, -1
> Oc1cc2c(cc1C(c1ccc(C(F)(F)F)cc1)N1CCCCC1)OCO2 (stereo not given)
    16, -0.5, -6, 1, -4, 29, 6, 4
> O=S(=O)(Nc1ccc(-c2csnn2)cc1)c1ccc(Cl)cc1
    -32, -0.5, -26, -3, -5, 8, 2, -8
> COC(=O)c1ccc(S(=O)(=O)NNC(=O)c2cn3cc(C(F)(F)F)cc(Cl)c3n2)n1C
    -3, 3.2*, -5, -20, -8, 1, 55, 2
> CC(C)S(=O)(=O)c1cscc1N/C=C(/C#N)C(=O)c1cccs1
    19, 0.4, 3, 21, -3, 14, 13, 6
> Cc1nc(S(=O)(=O)Nc2ccc3c(c2)OCCO3)cn1C
    -64, 0.1, 2, 0, -4, 27, 1, -1
> CCCS(=O)(=O)c1csc(C(=O)OC)c1NNS(=O)(=O)c1ccccc1C(F)(F)F
    -50, 0.4, 3, -6, -4, -4, 5, -4
> CC(=O)Nc1ccccc1OCC(O)CNCc1ccc(C(F)(F)F)cc1 (stereo not given)
    -49, -0.8, 10, -7, -4, 3, -1, 2
> Cc1nc(-c2ccc(S(=O)(=O)NN)cc2)c(-c2ccc([N+](=O)[O-])cc2)o1
    -60, -0.4, 1, -1, -6, 8, 2, 4
> N#C/C(=C\Nc1cccnc1)C(=O)c1ccc(OC(F)(F)F)cc1
    -19, -0.6, -5, -2, -4, 8, -2, 6
> CC1=C(OC(=O)c2c(Cl)cccc2Cl)C(=O)CC1
    2, -0.3, -3, 9, -6, -23, -4, 6
> O=C(c1ccc(Oc2ccc(Cl)cc2)c([N+](=O)[O-])c1)N1CCCC1
    -2, -0.2, 1, -1, -5, 4, 2, 7
> O=C1c2ccccc2C2CC(c3ccc(Cl)cc3)=NN12 (stereo not given)
    -5, 0.1, 13, 53, -5, -15, 3, -3
> CN(C)C(=S)Nc1cccc(C(F)(F)F)c1
    1, 0.2, -3, 0, 0, 1, -8, 7
> COC(=O)/C=C(\O/N=C(\N)c1ccc(Cl)cc1)C(=O)OC
    -18, -0.6, 2, 22, -9, 30, 2, 0
> N/C(=N\OC(=O)c1ccc(Cl)cc1)c1cccc(CS(=O)(=O)c2ccccn2)c1
    18, -0.3, -6, -9, -9, 1, -5, -9
> O=C(Nc1ccc(F)cc1F)N1CCCN(CCOc2ccccc2)CC1
    -27, 0.3, -7, -3, -4, 13, -1, 1
> NC(=O)C1CCN(c2ccc(C(F)(F)F)cn2)CC1
    -18, -0.1, 8, -12, -3, 3, -5, 0
> O=C(CC(=O)Nc1ccccc1OC(F)(F)F)Nc1ccccc1OC(F)(F)F
    11, 0.1, -10, -5, -7, -11, -3, 14
> Cn1cnc(S(=O)(=O)Nc2ccc3[nH]ccc3c2)c1
    -47, -0.5, -4, -21, -2, 0, -27, -3
> N#Cc1ccc(-c2csc(-c3ccc(Cl)cc3)n2)cc1
    -27, 0.0, -3, -19, 13, -4, 1, -12
> Cc1nn(-c2ccccc2)nc1C(=O)Oc1ccc(CC#N)cc1
    15, 0.0, 4, 0, -4, -4, -26, 5
> Cn1nc(-c2ccc(/C=N/NC(=O)c3ccc(Cl)cc3Cl)s2)cc1C(F)(F)F
    23, -0.5, -105, 23, -8, -6, -3, -2
> CS(=O)(=N/C=C(\C#N)C(=O)c1cccs1)c1ccc(OC(=O)c2ccc(Cl)cc2)cc1 (stereo not given)
    -46, -0.5, -1, 8, 1, 14, 9, -3
> Cc1cc(C)n(CC(=O)Nc2cccc(Cl)c2)c(=O)c1C#N
    -1, 0.1, 1, -1, -3, -12, 1, -5
> C1=C(N2CCOCC2)Cc2ccccc21
    -24, 0.0, 2, 1, -6, 5, 2, 2
> CSC1=NC=C(C#N)C2=NC(c3ccc4c(c3)OCO4)NN12 (stereo not given)
    0, 0.1, -7, -20, -12, -1, 3, 2
> COc1cccc2c1c(NC(=O)Nc1ccc(F)cc1F)nn2C
    -10, 0.7, 2, -11, -7, 8, -8, -2
> O=C(NC1CCS(=O)(=O)C1)c1sc2ccccc2c1Cl (stereo not given)
    -20, 0.7, -3, -12, -1, 2, -4, 1
> c1csc(-c2nc3ccccc3s2)c1
    -2, -0.6, 14, 4, -7, 16, -1, 3
> Oc1c(Cl)cc(Cl)cc1C1Nc2ccccc2-n2cccc21 (stereo not given)
    10, nt, 7, 27, -4, 3, -5, 1
> CCOC(=O)NC(=S)Nc1ccc(C(C)(C)C)cc1
    -17, -0.2, -10, -16, -6, 13, 4, 4
> Cc1cc(S(=O)(=O)NCc2c(N(C)C)cccc2N(C)C)c(Cl)cc1Cl
    -27, 0.1, nt, -5, -6, 0, 0, 2
> O=C(O)CN(CC(=O)Nc1cccnc1)Cc1ccccc1
    -43, -0.6, 9, -5, -8, 8, 3, 1
> CCC(=O)c1ccc(-c2ccccc2F)cc1
    8, 0.1, -9, 3, -3, 14, -4, 1
> O=[N+]([O-])c1ccc2c(c1)S(=O)(=O)CC2Sc1cccs1 (stereo not given)
    25, -0.5, -10, 7, -11, -7, -3, 2
> c1ccc(CN2CCC(Nc3ncnc4scc(-c5ccccc5)c34)CC2)cc1
    -91, -1.1, -27, -2, -4, nt, 1, 5
> O=C1COc2ccccc2N1O
    6, -0.6, 2, -3, -7, 10, 17, -5
> Cc1ccc2nc(SCC(=O)NCCSCc3ccco3)[nH]c2c1
    3, -0.4, -1, -3, -7, 7, -4, 2
> Ic1ccc(I)s1
    -9, 0.1, 7, 12, -5, 26, -11, 6
> CSc1nc(C)nc(N/C=C(\C#N)C(=O)c2ccccc2Cl)n1
    -12, 0.1, -4, -11, -4, 12, -6, 2
> CCOc1c(C(C)=O)c(=O)[nH]c2scc(C)c12
    -5, 1.2, -18, -9, -9, -13, -7, 0
> OC(CNCCNc1ccc(C(F)(F)F)cn1)COc1ccccc1 (stereo not given)
    -46, -0.6, 8, -12, -4, -25, 3, -1
> CCOc1cc(-n2c(C)ccc2C)c(OCC)cc1N1CCOCC1
    -60, -0.6, -13, 9, -4, -3, 1, 4
> O=C(NN1C2CSC1CS2)c1ccco1
    -13, 0.0, 11, 8, -9, 6, 3, -1
> O=C(CCSc1ccc(C(F)(F)F)cc1)c1ccco1
    -42, -1.3, -4, 9, -5, 13, 0, 0
> O=[N+]([O-])c1ccc(/C=N/Nc2nccc(-c3cccnc3)n2)cc1
    -35, 0.9, -2, -3, -3, 10, 0, 3
> O=C(NCc1csc2ccccc12)Nc1ccc(Cl)c(Cl)c1
    -73, -0.4, 4, 44, -1, 5, 3, -15
> Cc1csc(C(=O)Nc2cc(C(F)(F)F)cc(C(F)(F)F)c2)c1
    -16, -0.2, -10, 5, -3, -19, 2, -1
> S=c1[nH]nc(CSCCOc2ccc(Cl)cc2Cl)o1
    -18, -0.1, -11, 4, -8, 10, 49, -3
> Cc1cc(NC(=O)C(=O)NC2CCCCNC2=O)no1 (stereo not given)
    0, -0.1, 0, -12, -2, 13, -1, -2
> N#Cc1ccc(OC(=O)c2ccc(Cl)cc2Cl)cc1
    3, 0.1, -2, -9, -4, 11, -4, 4
> O=C1C=C(SCC(=O)Nc2ccc(Cl)cc2Cl)SC(c2ccccc2Cl)C1 (stereo not given)
    -2, -0.6, 6, 39, -2, 5, -2, -6
> COc1ccc(OC)c(Sc2ncccc2C(=O)O)c1
    -47, -0.2, -4, 7, -9, 1, 3, 0
> COc1ccc(/C=N/NC(=O)c2cccn2-c2ccc(F)cc2)cc1
    -49, -0.4, 8, -2, -6, 8, 0, -2
> Cc1nc2ccccc2c2c1C(=O)NC2=O
    -35, -0.5, -6, -33, -1, -6, 1, -1
> O=C(NCC1CCN(S(=O)(=O)c2ccccc2)CC1)Nc1ccc(F)cc1F
    -35, -0.5, 4, 9, -6, -4, 3, -5
> NC(=O)N/N=C1\CCCc2ccccc21
    -49, -0.7, 6, 7, -3, 2, 0, 0

The list continues.
Each structure is followed by: Nox1 inhibitor, NOTCH ag, TLR4 MyD88 blk, S1P1 agonist, rat GALR2 agon, KOR antag MB, luminol inh ctr, PME-1 Maybr inh
> O=C(Nc1ccc(NC(=O)c2ccccc2O)cc1)Nc1ccc(F)cc1F
    -14, -0.6, -15, -7, -4, 18, -5, -11
> CC(=O)N[C@H]1[C@@H](OCc2ccccc2)O[C@@H]2COC(c3ccccc3)O[C@H]2[C@@H]1O[C@H](C)C(=O)O (stereo not given in full)
    -50, -0.3, 7, -17, -5, 18, 1, 8
> O=C(/C=C/c1ccccc1)NNC(=O)CSCc1cccc2ccccc12
    -33, -0.4, 4, -3, -8, -4, 0, -3
> O=C(Nc1cccc(C(F)(F)F)c1)Nc1csc(Cc2ccsc2)n1
    -30, 0.2, 7, 17, -4, -25, 4, -18
> CNC(=O)N(C1=NCC(C)(C)S1)c1ccc(F)c(Cl)c1
    19, 0.5, -1, -12, 2, 10, -5, 5
> Cc1nn(Cc2nnc(-c3ccccc3Cl)o2)c(C)c1Br
    16, -0.6, 1, -17, 4, 46, -4, 13
> OC(CN1CCCN(Cc2ccc(F)cc2)CC1)C(F)(F)F (stereo not given)
    -17, -0.2, -2, 5, -9, 9, 1, -1
> N#CC(C#N)=Cc1ccccc1OCc1ccccc1
    -38, -0.3, -3, -25, 0, 6, 2, -5
> COc1ccc(Nc2ncnc3c2nnn3Cc2ccccc2Cl)c(OC)c1
    24, -0.4, -3, 0, 13, 2, -4, 9
> CSc1nnc(SC)n1CCNC(=O)Nc1cccc(Cl)c1
    -65, nt, 0, -30, 0, 7, 4, 9
> OCCNC(=S)Nc1ccc2c(c1)OCO2
    -9, -0.6, 12, -8, -6, 19, 0, 1
> Oc1c(Cl)c(Cl)c(Cl)c2ccccc12
    -10, -0.6, 8, -2, -8, -9, 5, 23
> CCN(CC)C(=S)SCSC(=S)N(CC)CC
    -46, 0.1, 12, 9, -6, 12, 0, 6
> O=S(=O)(Oc1cncc(Cl)c1)c1ccc(C(F)(F)F)cc1
    -8, 0.2, 3, 5, -6, 24, -4, 10
> Cc1noc(C)c1C(=O)Nc1ccc(N2CCOCC2)nc1N1CCOCC1
    78*, -0.5, -1, 1, -2, 30, 4, 6
> CC1=N/C(=C\c2cc(Cl)cc(Br)c2O)C(=O)O1
    -12, -0.3, 0, 0, -7, 7, -4, 3
> Cc1noc(C)c1-c1nc(CSCc2ccc(Cl)cc2)no1
    -35, -0.7, -16, -4, -3, 3, 1, 0
> O=C1CC2(CCCCC2)CC(=O)N1c1ccc(I)cc1F
    -29, -0.4, -6, 0, -5, 18, -5, 5
> c1cncc(-c2csc(-c3cccnc3)n2)c1
    -45, -0.2, 4, -10, -5, -5, -3, 34*
> CC(=O)c1cc([N+](=O)[O-])c(SCCO)s1
    -34, -0.2, -3, 8, -5, -13, 3, -1

Full records as entered above. Values in the order: Nox1 inhibitor	NOTCH ag	TLR4 MyD88 blk	S1P1 agonist	rat GALR2 agon	KOR antag MB	luminol inh ctr	PME-1 Maybr inh
O=S(=O)(Oc1cncc(Cl)c1)c1ccc(C(F)(F)F)cc1 is entered as -8	0.2	3	5	-6	24	-4	10
CC1=N/C(=C\c2cc(Cl)cc(Br)c2O)C(=O)O1 is entered as -12	-0.3	0	0	-7	7	-4	3
CC(=O)c1cc([N+](=O)[O-])c(SCCO)s1 is entered as -34	-0.2	-3	8	-5	-13	3	-1
Oc1c(Cl)c(Cl)c(Cl)c2ccccc12 is entered as -10	-0.6	8	-2	-8	-9	5	23

Additional entries follow.
Each structure is followed by: Nox1 inhibitor, NOTCH ag, TLR4 MyD88 blk, S1P1 agonist, rat GALR2 agon, KOR antag MB, luminol inh ctr, PME-1 Maybr inh
> COc1cc(NC(=O)CC(CC(=O)O)c2ccc(C(F)(F)F)cc2)cc(OC)c1 (stereo not given)
    -31, -0.5, 3, -3, -2, 2, 0, 3
> Nc1c(-c2ccccc2)nnn1-c1ccc(Br)cc1
    14, -0.4, 0, -29, -8, -11, -3, 0
> O=C(O)COCC(=O)N1CCCN(c2ccc(C(F)(F)F)cn2)CC1
    -34, -0.6, 2, 0, -4, 10, 4, 1
> CN(C)/C=C/C(=C(/C#N)C(N)=O)c1ccc(Cl)cc1
    -43, 0.2, 1, -7, -3, 7, 3, -3
> Cc1oc(C(C)(C)C)cc1C(=O)N1CCN(c2ncccc2C(F)(F)F)CC1
    -20, nt, -7, 48, -10, -8, -6, 9
> O=C(COc1ccccc1CSc1ccc(Cl)cc1)N/N=C\c1cccs1
    -28, -0.6, -9, -8, -9, -14, 4, -3
> COc1ccc(NC(=S)Nc2c(C)cccc2C)cc1OC
    -14, -0.7, -4, -8, -4, -17, 6, -1
> NNC(=O)c1cn2cc(C(F)(F)F)cc(Cl)c2n1
    -66, -0.4, nt, -16, -6, 28, 4, 3
